Screening results: PubChem BioAssay, The Scripps Research Institute Molecular Screening Center
TAAR1 antagonist = human TAAR1 antagonists, primary screen, Fluo-8 calcium fluorescence, CHO RD-HGA16 cells; antagonist; inhibition, % at 3 µM; Trace amine-associated receptor 1 (Homo sapiens), Q96RJ0; AID 624466, 2012; 360,000 compounds, 1.5% hits;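 active = inhibition above a per-plate cutoff, the mean inhibition of test compounds on that plate plus 3 SD, cut at about 49% in these data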;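 note: 0% = DMSO plus EC80 beta-PEA response and 100% = DMSO alone without agonist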
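System: RD-HGA16 CHO cells with stable hTAAR1 and Gα16 | Probe or stimulus: EC80 β-phenethylamine stimulus | Dosing: 3 µM, single point | Times: Dye loading 75 min at 37 °C, then 30 min room temperature | Measured by: Fluo-8 calcium-sensitive fluorescence | Read-out basis: % inhibition of agonist calcium response | Replicates: n of 1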
TAAR1 agonist = human TAAR1 agonists, primary screen, Fluo-8 calcium fluorescence, CHO RD-HGA16 cells; activation, % at 3 µM; AID 624467, 2012; Trace amine-associated receptor 1 (Homo sapiens), Q96RJ0; vehicle wells 0%, saturating PEA agonist 100%; 360,000 compounds, 0.99% hits;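 active = activation above the mean activation of all test compounds in the run plus 3 SD, cut at about 38% in these data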
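Signal – calcium-sensitive Fluo-8 signal, excitation 470-495, emission 515-575 nm · System – RD-HGA16 (CHO) cells co-expressing Gα16 and hTAAR1 · Incubation – 17-24 h seeding, 75 min 37 °C dye, 30 min RT · Compound dosing – 3 µM single concentration · Repeats – no replicates (n 1)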
M1 ag = human M1 muscarinic receptor agonists, primary screen, Fluo-8 calcium fluorescence, CHO-K1 cells, HTS; CHO-K1 hM1, agonist mode; 0% DMSO, 100% acetylcholine EC100; activation, % at 3 µM; Muscarinic acetylcholine receptor M1 (Homo sapiens), P11229; 360,000 compounds, 0.33% hits;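 active = activation above the run's mean compound activation plus 3 SD, cut at about 16% in these data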;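 note: peak over basal fluorescence ratio within a 140 s kinetic read after compound addition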
Target sequence (P11229 whole entry, looked up): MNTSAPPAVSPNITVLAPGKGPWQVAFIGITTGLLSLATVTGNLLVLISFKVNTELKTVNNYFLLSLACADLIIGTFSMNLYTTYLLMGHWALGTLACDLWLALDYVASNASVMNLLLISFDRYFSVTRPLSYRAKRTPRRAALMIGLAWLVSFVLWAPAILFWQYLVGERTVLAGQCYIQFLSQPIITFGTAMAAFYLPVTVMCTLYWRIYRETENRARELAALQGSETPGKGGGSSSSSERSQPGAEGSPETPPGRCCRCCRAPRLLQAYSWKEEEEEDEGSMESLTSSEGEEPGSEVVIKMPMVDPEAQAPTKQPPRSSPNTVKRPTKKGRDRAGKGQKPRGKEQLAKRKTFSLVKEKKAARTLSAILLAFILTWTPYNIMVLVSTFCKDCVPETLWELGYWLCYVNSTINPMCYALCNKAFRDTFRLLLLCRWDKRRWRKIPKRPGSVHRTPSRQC
M1 PAM parental = nonselective calcium activators in parental CHO-K1 cells, primary screen, counter-screen for M1 PAM project, cell-based, Fluo-8 calcium fluorescence, full deck, 1536-well; ATP EC20; 0% at ATP EC20, 100% at ATP max; activation, % at 3 µM; 360,000 compounds, 0.02% hits;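 active = activation above the run cutoff, the mean activation of all test compounds plus 3 SD, cut at about 40% in these data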;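 note: peak over basal fluorescence ratio in a 140 s read after ATP addition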
M1 ag parental = counter-screen for M1 agonists: effect in parental CHO-K1 cells; 360,000 compounds, 0.48% hits; Fluo-8 calcium fluorescence; scaled to maximal ATP response, vehicle zero; activation, % at 3 µM; in the data active = activation above about 15%;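 note: untransfected CHO-K1 host cells lacking M1 receptor as counterscreen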
CHO-K1 Ca antag = M1 antagonist counterscreen hit in parental CHO-K1 cells; ATP-induced calcium, Fluo-8 fluorescence; inhibition, % at 3 µM; 360,000 compounds, 0.6% hits; AID 602250;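 active = inhibition above a per-plate cutoff, the plate's mean sample inhibition plus 3 SD, cut at about 24% in these data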;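 note: 0% = DMSO plus EC80 ATP and 100% = DMSO alone without ATP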
OXTR potentiator = human OXTR potentiators, primary screen, fluorescence, CHO-OTR cells, Fluo-8 calcium; Oxytocin receptor (Homo sapiens), P30559; activation, % at 3 µM; 320,000 compounds, 0.061% hits; AID 2445, 2010; Fluo-8 calcium fluorescence, potentiator mode; 0% = oxytocin EC15, 100% = EC100;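 active = activation above that plate's cutoff, the mean activation of tested compounds plus 3 SD, cut at about 6.6% in these data, passing the limit was not always enough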;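 note: 100% uses oxytocin at 75 nM as the full agonist control; some results filed as inactive read as strong as hits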
Target sequence (P30559 whole entry, looked up): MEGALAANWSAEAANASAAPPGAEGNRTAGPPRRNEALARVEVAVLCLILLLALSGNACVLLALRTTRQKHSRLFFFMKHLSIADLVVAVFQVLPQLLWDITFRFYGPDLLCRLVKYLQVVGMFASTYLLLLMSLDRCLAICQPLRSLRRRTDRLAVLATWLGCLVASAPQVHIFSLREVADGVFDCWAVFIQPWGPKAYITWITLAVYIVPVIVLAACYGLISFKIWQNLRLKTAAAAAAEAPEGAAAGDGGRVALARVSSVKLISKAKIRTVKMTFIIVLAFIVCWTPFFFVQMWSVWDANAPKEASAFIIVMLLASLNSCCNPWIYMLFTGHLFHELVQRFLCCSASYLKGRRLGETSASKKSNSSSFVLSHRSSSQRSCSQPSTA
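Replication – single well per compound, singlicate · Assay system – CHO cell line stably expressing human OTR · Timing – 6 min pre-incubation, 100 s read · Measure – normalized max/min fluorescence ratio, % activation · Doses – 3.0 µM, one dose · Detection – Fluo-8 calcium dye fluorescence · Probe or stimulus – oxytocin near EC15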
CHRM1 antagonist = human M1 muscarinic receptor antagonists, primary screen, CHO-K1 cells, Fluo-8 calcium fluorescence, 1536-well; AID 588852, 2011; 360,000 compounds, 1.3% hits; Muscarinic acetylcholine receptor M1 (Homo sapiens), P11229; inhibition, % at 3 µM; CHO-K1 hM1, ACh EC80 antagonist;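 active = percent inhibition above its own plate's cutoff, namely the mean of that plate's compound wells plus 3 SD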;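 note: peak over basal fluorescence ratio during 140 s after agonist addition; 0% = ACh EC80 plus DMSO and 100% = DMSO alone without agonist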
CHO parental Ca = ATP-evoked calcium signal inhibitors, parental CHO, primary screen, counter-screen for OX1R antagonist project, cell-based, fluorescence, Fluo-8 calcium dye; parental CHO-K1, ATP-induced calcium, Fluo-8 fluorescence; inhibition, % at 5.6 µM; 330,000 compounds, 0.63% hits;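 active = inhibition above that plate's mean sample inhibition plus 3 SD, cut at about 26% in these data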;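 note: 0% = ATP-challenged DMSO wells and 100% = DMSO wells without ATP; some compounds past the cut are filed as inactive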
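Measured by: calcium-sensitive Fluo-8 fluorescence / Test system: CHO parental line / Controls: ATP-challenged DMSO wells low, unchallenged DMSO wells high / Measure: % inhibition / Compound: single nominal dose of 5.6 µM per compound / Replicates: single well per compound, no replicates / Reagent: ATP as calcium-mobilizing challenge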
An asterisk follows results filed as active; x = no result given.

Every second line gives: TAAR1 antagonist, TAAR1 agonist, M1 ag, M1 PAM parental, M1 ag parental, CHO-K1 Ca antag, OXTR potentiator, CHRM1 antagonist, CHO parental Ca
CCSc1ncc(Cl)c(C(=O)N(Cc2ccc(N(C)C)cc2)C2CCS(=O)(=O)C2)n1 (configuration not stated)
→ -4, 2, -5, 24, 0.0, -26, x, -14, x
CCc1nc(NC(C)C)c2oc3ccccc3c2n1
→ -5, 12, -5, 18, 0.9, -9, -3, -4, -20
Cc1ccccc1OCc1nnc(SCCN2CCCC2)n1-c1ccccc1
→ -21, 14, -15, 6, 1.6, -3, -10, 15, -27
CC(C(=O)N1CCCC1)N1CCN(S(=O)(=O)c2ccc(C(C)(C)C)cc2)CC1 (configuration not stated)
→ -4, -1, 1, 7, 0.7, -4, -2, 11, 2
COc1cc(/C=N/n2cnnc2)ccc1OC(=O)c1ccncc1
→ 107*, 2, 0, -4, 0.1, -1, -18, -15, -11
CC1Cc2ccccc2N1C(=O)CSc1nnc2c(n1)[nH]c1ccc(F)cc12 (configuration not stated)
→ 10, 7, -4, 10, 0.6, 6, -12, 1, -14
Nc1scc2c(C(=O)N/N=C/c3ccc(Cl)cc3)nn(-c3ccccc3)c(=O)c12
→ 24, 3, -2, 1, -0.2, -6, 1, 4, -2
COc1ccc(CN2CCN(S(=O)(=O)c3ccccc3)CC2)c(OC)c1
→ -2, 9, -5, -2, 0.4, -2, -6, -1, -21
CN(C)c1ccc(NC(=O)C(=O)NCCOc2ccccc2)cc1
→ 9, 11, -4, 6, 1.5, -7, -8, -2, -15
NC(=O)c1ccc(-n2nnnc2SCC(=O)Nc2ccccc2-c2ccccc2)cc1
→ 21, 8, 0, 16, 5.8, 0, -10, 2, 1
CCc1ccccc1N(CC(=O)NCC1CCCO1)C(=O)CCC(=O)Nc1nccs1 (configuration not stated)
→ -4, 4, -2, 12, 2.3, -1, -3, -9, -8
Cc1oc2ccc(O)cc2c1C(=O)c1ccc(F)cc1
→ -11, -3, -2, -10, 0.0, 7, 3, -18, -31
N#CCCC1CCCC=C1N(Cc1ccccc1)C(=O)C(Cl)Cl (configuration not stated)
→ -36, -1, -5, 9, 0.2, -10, 4, -9, -13
COc1ccc(CCNC(=O)CSc2ccc(-c3ccccc3)nn2)cc1OC
→ 6, 7, -5, -1, 1.1, -2, 1, -4, -24
O=C(Nc1ccc(Cl)c(C(F)(F)F)c1)[C@@H]1CC=C[C@@H]2CCN(C3CCCCC3)C(=O)[C@@H]21
→ 13, 14, -5, 9, 0.2, -19, -12, -9, -9
CSCCOC(=O)c1[nH]c2c(c1C)C(=O)CC(c1ccco1)C2 (configuration not stated)
→ 3, 1, -4, 6, 1.7, -8, -10, -1, -15
O=C(NCN1CCc2ccccc2C1)c1ccccc1
→ 54*, 82*, -2, -5, 0.2, 10, -18, 3, -6
Cc1ccc(OCCNC(=O)c2ccccc2N)cc1
→ -24, -2, 0, 24, 0.2, -9, -7, -2, -3
C#CCn1c(=NC(=O)c2cc(Cl)sc2Cl)sc2cc(S(N)(=O)=O)ccc21
→ 4, 3, -2, 5, 0.8, 10, -11, -8, 14
CCOCCCNC(=O)C1c2ccccc2C(=O)N2CCc3ccccc3C12 (configuration not stated)
→ 2, 7, -3, -8, 0.2, 4, -1, 8, -13
N/C(COc1ccc(C(=O)O)cc1)=N\O
→ 10, 3, -2, 7, 0.0, 3, -13, -6, 0
Nc1ncnc2c1ncn2[C@@H]1O[C@H](CNS(=O)(=O)c2cc3ccccc3s2)[C@@H](O)[C@H]1O
→ 7, 1, -1, 10, 0.9, 2, x, 1, 1
COc1ccc(OC)c(/C=C/c2[nH]c(=O)[nH]c(=O)c2[N+](=O)[O-])c1
→ -12, 0, 0, 5, 0.8, -8, x, -25, x
CC(O)Cn1c(N2CCCC2)nc2c1c(=O)[nH]c(=O)n2C (configuration not stated)
→ -6, 2, -2, 17, -0.1, -8, 0, -13, -3
COc1cc(C(=O)N2C[C@H]3CON(C)[C@H]3C[C@H]2c2ccc(N3CCCCC3)cc2)cc(OC)c1OC
→ -10, 3, -6, 11, 0.7, 6, x, -11, x
Cc1ccc(Cl)cc1NC(=O)COC(=O)CCN1C(=O)C2CC=CCC2C1=O (configuration not stated)
→ -12, 1, -5, -4, 0.2, -8, -2, -11, -11
Cc1cc(C)cc(NC(=O)CSc2nc(=O)n(CCCN3CCOCC3)c3c2CCCC3)c1
→ 6, 0, -7, 10, 1.2, -13, -12, 4, -27
COc1ccc(C2CC(c3ccc(Br)cc3)=NN2C(=O)CSC2=NN3CCCC(=O)N=C3S2)cc1 (configuration not stated)
→ x, x, 1, 6, 1.1, -7, 1, -3, -7
CNC(=O)c1csc(-c2cccs2)n1
→ -10, 0, -4, 4, 0.0, -4, -15, 0, -1
NC(=O)c1ccc(NC(=O)COC(=O)c2ccc(Br)c(S(=O)(=O)N3CCOCC3)c2)cc1
→ 6, 12, -3, -19, -0.4, 16, x, -2, x
COc1cc(NC(=S)NN2CCN(C)CC2)cc(OC)c1
→ 5, 11, -1, 20, 0.6, -12, 6, -16, -10
CCCC(=O)Nc1ccc2c(c1)nc(CN1CCN(C(=O)OCC)CC1)n2CC
→ -4, 1, -7, 13, 0.3, -8, -11, -9, -4
O=C(Nc1cccc(C(=O)O)c1)/C(=C\c1ccc2c(c1)OCO2)NC(=O)c1ccccc1Br
→ 3, 2, 0, 1, 0.5, -1, x, -18, x
Cc1oc2c(C)c(O)ccc2c(=O)c1-c1nncn1-c1ccccc1
→ 7, 4, -2, -2, 0.2, -8, -13, 7, -6
C=CCOC(=O)C1=C[C@H](c2cn(C(C)=O)c3ccccc23)C[C@H](OCc2ccc(CO)cc2)O1
→ 75*, 24, 4, -16, 3.1, -6, -14, 19, -5
C[C@H](CO)N1C[C@H](C)[C@@H](CN(C)Cc2ccncc2)Oc2c(NC(=O)C3CCCCC3)cccc2C1=O
→ 9, 1, -8, 7, -0.3, -16, -6, -8, -20
CCNC(=O)C1CCCN(C(=O)c2ccccc2)CC1 (configuration not stated)
→ -13, 2, -4, -9, 0.1, 13, x, 3, x
CC(=O)Nc1ccc(NC(=O)CNS(=O)(=O)c2ccc(C)cc2)cc1
→ -9, 14, -2, -3, -0.1, -5, -1, 10, -8
CCOc1cc(/C=C2\SC(=S)N(N3CCOCC3)C2=O)ccc1O
→ -6, 3, -3, 27, 1.4, -20, -3, 0, -16
CCOC(=O)C(CC(=O)Nc1nc(C(C)=O)c(C)s1)C(C)c1ccccc1 (configuration not stated)
→ 31, 2, -3, 6, 4.5, -4, -6, 4, -27
Cc1cc(C)n2nc(C(=O)OCC(=O)Nc3ccc(Cl)cc3)nc2n1
→ -13, 1, -4, 9, 0.0, -3, x, -10, x
O=C(NCC1COc2ccccc2O1)c1cccs1 (configuration not stated)
→ 17, 2, -4, -4, 1.0, -17, -11, -16, -13
CCOc1cccc(N(C(=O)CCC(=O)Nc2cc(C)on2)C(C(=O)NC(C)(C)C)c2ccc(OC)cc2)c1 (configuration not stated)
→ -5, 0, -2, 6, 1.8, -13, -13, -10, -18
CC(OC(=O)c1cc(S(=O)(=O)N(C)C)ccc1N1CCCC1)C(=O)NCc1ccccc1 (configuration not stated)
→ -10, 1, -5, 13, 1.3, -16, -5, -14, -18
CCCn1cc(SCC(=O)Nc2nnc(C)s2)c2ccccc21
→ -27, -1, -2, 11, 0.8, -3, 0, -12, -12
Cc1ccc(NC(=O)COC(=O)Cn2ccc(=O)[nH]c2=O)cc1C
→ -23, 14, -2, 6, -0.1, -9, -4, -1, -6
CCOC(=O)C1Oc2ccccc2C(c2cccc3ccccc23)=C1C(=O)OC (configuration not stated)
→ -10, 0, -3, 2, -0.4, -14, x, 3, -17
CCN(CC)C(=O)C1=C(C)N(Cc2ccc(C(C)(C)C)cc2)C(=O)C(CC(=O)NC2CCCC2)C1 (configuration not stated)
→ -31, -1, -6, 16, 0.1, -15, x, -11, x
O=C(NCCN1CCN(c2ccccc2)CC1)c1cccc(Br)c1
→ 2, 15, -7, 21, 3.6, -14, -6, 9, -13
N#CC1=C(N)Oc2c(oc(CO)cc2=O)C1c1cccs1 (configuration not stated)
→ -7, 1, 0, 5, 0.3, 5, -8, -2, -11
Oc1ccc(/C=N/Nc2ncc(Cl)cc2Cl)cc1
→ -26, 5, -5, 26, 1.4, -11, -14, -15, -12
CN1C(=O)S/C(=C/c2ccccc2OCc2ccc(C(=O)O)cc2)C1=O
→ 4, 3, 2, -8, -0.1, 4, -3, 1, 3
O=c1cc(C(F)(F)F)[nH]c(=S)n1-c1ccccc1
→ -1, -1, -3, -2, 0.3, -3, -11, 5, 7
Cc1ccc(CN2CCSc3ccc(C(=O)NC4CCCC4)cc32)cc1
→ x, x, -2, -6, -0.3, -2, -10, 3, -11
COc1cccc(C(=O)C2CCCN(C(=O)CCc3scnc3C)C2)c1 (configuration not stated)
→ -7, 1, -8, -3, 3.7, -12, 6, 13, -17
COc1ccc(S(=O)(=O)N2CCCC2c2cccs2)cc1 (configuration not stated)
→ -8, -3, -6, -2, 0.6, -2, -10, 4, -2
CC(C)(C)OC(=O)C[C@@H]1C/C=C\C[C@@H](CC(=O)N[C@@H](CO)Cc2ccccc2)C(=O)NCCOC1=O
→ -4, 0, -1, 5, 0.5, -2, 2, -15, -8
O=C1NC[C@@H](CCCCN2C[C@H](Cc3ccc(O)cc3)N(CCc3ccc(O)cc3)C(=O)C2=O)N(Cc2ccccc2)C1=O
→ 6, 3, x, 3, 3.2, -8, x, x, x
COC(C[C@H]1O[C@H]1[C@H](O)[C@H](C)OCc1ccccc1)OC
→ 11, 1, -1, 6, 0.5, -4, x, -4, x
Cc1ccc(NC(=O)c2cc(-c3ccc(C)o3)nc3ccccc23)nc1
→ 24, 13, -4, -9, 1.5, -1, 0, 15, -10
COc1cccc(C(=O)Oc2cc(-c3ccccc3)no2)c1
→ 8, 5, -3, 6, -0.4, -3, -3, 0, -10

Hits appear at their usual frequency. Share with any hit: about 4.2%.
